Source: PubChem (several laboratories)
FLuc stim CS: FLuc activators, initial screening, artefact control for FLuc-dependent activation tests, biochemical, ATPlite luminescence. Luciferin 4-monooxygenase (Photinus pyralis), P08659. ATPlite luciferase biochemical, 10 min; 0 = ATP-free wells, 1 = DMSO control. activation factor at 10 µM. 200,000 tested, under 10 active. AID 1027, 2008;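 active means luciferase activation factor, scaled between plate controls, of at least 2 with compound at 10 µM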
Target sequence (P08659 whole entry, looked up): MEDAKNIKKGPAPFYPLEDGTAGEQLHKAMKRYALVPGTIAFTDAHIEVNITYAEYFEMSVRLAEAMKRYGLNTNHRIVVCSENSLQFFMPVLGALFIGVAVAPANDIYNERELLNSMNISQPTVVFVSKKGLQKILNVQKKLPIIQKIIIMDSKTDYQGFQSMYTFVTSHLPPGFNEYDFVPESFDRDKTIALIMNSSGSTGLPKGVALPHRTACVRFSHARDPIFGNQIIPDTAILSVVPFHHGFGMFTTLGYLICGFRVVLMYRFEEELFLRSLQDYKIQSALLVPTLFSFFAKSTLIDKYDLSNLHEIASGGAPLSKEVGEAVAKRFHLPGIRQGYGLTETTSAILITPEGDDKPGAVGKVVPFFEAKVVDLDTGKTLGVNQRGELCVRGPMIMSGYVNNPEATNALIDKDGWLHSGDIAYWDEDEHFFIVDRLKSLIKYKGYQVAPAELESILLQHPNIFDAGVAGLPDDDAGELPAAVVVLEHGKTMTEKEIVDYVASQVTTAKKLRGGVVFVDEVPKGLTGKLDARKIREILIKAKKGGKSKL
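Assay system: Luciferase/luciferin reagent mix; Medium: PBS as buffer for the ATP substrate; Dosing: test compounds dosed from 2 mM stocks in 100% DMSO; Times: 10 min, room temperature; Signal: luminescence from luciferase reaction; Read-out: luciferase activation; Controls: No-ATP low control, compound-free enzyme-plus-ATP high control.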
G6PDH counter: L. mesenteroides G6PDH inhibitors, counter-screen for G6PDH-coupled screening assays, biochemical, Leuconostoc mesenteroides enzyme | inhibition, % at 5 µM | AID 1020, 2008 | glucose-6-phosphate dehydrogenase [Leuconostoc mesenteroides] | Purified L. mesenteroides G6PDH, diaphorase/resazurin coupled fluorescence, 45 min | 0.12% of 200,000 active; in the data active means inhibition above about 50%
STAT1 activator: STAT1 signaling activators, primary screen, cell-based, HTS, luciferase reporter | NIH 3T3 STAT1-luciferase reporter, IFN-gamma, luminescence; 100% = IFN-gamma alone, no compound | activation (% of control), % at 5.5 µM | 2.6% of 200,000 active | AID 932, 2007;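 active means activation above the screen-wide mean activation plus 3 SD, cut at about 130% in these data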;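 further: raw ratio to IFN-gamma control signal so 100% means no change and 0% no light; values of inactives mirror those of a sister screen read the other way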
APP 5'UTR act: activators of APP 5'UTR luciferase reporter, primary screen, SH-SY5Y cells | SH-SY5Y APP 5'UTR luciferase reporter, luminescence; zero percent = DMSO vehicle wells | activation, % at 2 µM | 1% of 190,000 active;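 active means activation above a set limit, based on mean plus 3 SD of controls, cut at about 140% in these data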; further: values of inactives mirror those of a sister screen read the other way
Diaph act CS: compounds boosting diaphorase resazurin reduction – biochemical, uHTS, resorufin fluorescence, counter-screen for diaphorase-coupled primary assays, primary screen; AID 1229, 2008; activation factor at 20 µM; 0.005% of 190,000 active; Diaphorase/resazurin coupled assay, 16 min; active compounds read high; 1 = vehicle wells, 0 = NADH-free wells;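 active means diaphorase activity raised at least twofold by the compound at 20 µM; inactive means activation factor below 2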
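Material: bacterial diaphorase enzyme (C. kluyveri); amount: enzyme 0.07 U/mL final; reagent: NADH substrate 0.114 mM plus resazurin dye 0.1 mM, final; doses: single compound dose of 20 µM, 1% DMSO final; timing: 16 min enzyme reaction, ambient temperature; measured by: fluorescence of resorufin, 544 nm excitation, 590 nm emission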
APP transl inh: inhibitors of APP translation via 5'UTR reporter, primary screen, APP 5'UTR luciferase, SH-SY5Y cells. SH-SY5Y APP 5'UTR-luciferase reporter, luminescence. inhibition, % at 2 µM. 0.82% of 190,000 active. AID 1285, 2008;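 active means inhibition above a set limit, derived from the sample mean plus 3 SD, cut at about 45% in these data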; further: values of inactives mirror those of a sister screen read the other way
TLR4 MyD88 comp: inhibitors of TLR4-MyD88 association in cells, primary screen, cell-based, HeLa CL3-4, BLA complementation, FRET ratio | HeLa CL3-4 TLR4/MyD88 BLA complementation | inhibition, % at 8.4 µM | 0.18% of 200,000 active; in the data active means inhibition above about 25%;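 further: 0% = vehicle and 100% = reference inhibitor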
Diaph inh CS: diaphorase inhibitors and chemical oxidizers, primary screen, counter-screen for diaphorase-coupled primary assays, biochemical, uHTS, resorufin fluorescence | diaphorase resazurin-to-resorufin fluorescence, NADH, 16 min; bacterial (C. kluyveri) enzyme, not human | 0.69% of 190,000 active | inhibition, % at 20 µM;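 active means primary screen inhibition at 20 µM above a set limit, cut at about 50% in these data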;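 further: plate controls were DMSO with full reaction for no effect and wells lacking NADH for full effect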
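Benchmarks: positive control wells lacking NADH, neutral wells with DMSO only. System: bacterial diaphorase enzyme (C. kluyveri). Input: 0.14 U/mL diaphorase, enzyme working solution. Detection: resorufin fluorescence, excitation 544 nm, emission 590 nm. Times: 16-min room-temperature incubation before reading.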
FLuc inhib CS: firefly luciferase enzyme inhibitors, primary screen, artefact control for luciferase-based inhibitor screens, biochemical, luminescence, ATPLite; Luciferin 4-monooxygenase (Photinus pyralis), P08659; 10 min; inhibition, % at 10 µM; 1.5% of 200,000 active; AID 1006, 2008;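 active means inhibition above about 50% when tested at 10 µM, limit read from the data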
NF-kB neuron act: activators of NF-kB expression in neurons, primary screen, cell-based, HTS; human neuronal cells, NF-kB reporter expression; active compounds read high; fold change at 12.5 µM; 1.6% of 190,000 active; in the data active means fold change above about 3.3
* marks the source's active call; other numbers are inactive results; . = no result given.

SMILES	FLuc stim CS	G6PDH counter	STAT1 activator	APP 5'UTR act	Diaph act CS	APP transl inh	TLR4 MyD88 comp	Diaph inh CS	FLuc inhib CS	NF-kB neuron act
CCCCCSc1nnc(-c2ccccc2NC(C)=O)c(=O)[nH]1	0.9	-0.1	100.8	-12.4	1.1	12.4	8.3	-11.6	5.2	1.09
CCCOc1ccc(CSCCNC(=S)Nc2ccccc2)cc1	1	8.9	94.5	-20.8	0.8	20.8	1.9	23.2	-1.3	0.92
CCN(C1CCS(=O)(=O)C1)S(=O)(=O)c1cccs1 (centres undefined)	1	-5.7	105.3	-2.6	1.1	2.6	-7.7	-6.9	4.2	1.14
Cn1c(C(=O)NC2CCCC2)cc2c(=O)n(C)c3ccccc3c21	1.1	2.6	83.9	-13.3	0.7	13.3	-10.3	28.9	-5.5	0.45
Cc1ccc2c(ccc[n+]2CC(=O)c2ccccc2)c1	1	2.3	98.2	5.8	1	-5.8	1.3	2.1	-3.9	0.82
COc1ccc(C(=O)NCCCc2nc3ccccc3n2Cc2ccccc2C)cc1OC	1.1	11.8	103.5	10.2	0.7	-10.2	-1.9	27.2	-12.8	0.77
CN(CC(=O)Nc1nc2ccccc2s1)S(=O)(=O)c1ccccc1	1	-23.9	112.6	23.2	0.9	-23.2	3.8	14.7	-4.4	1.29
CCn1c(SCC(=O)N2CCN(c3ccccc3)CC2)nc2c(c1=O)SC(C)C2 (centres undefined)	1	8.0	85.0	-3.6	0.8	3.6	-11.1	21.2	-1.1	0.56
O=C(CCSc1ccccc1)Nc1ccc(S(=O)(=O)Nc2ncccn2)cc1	1	5.1	91.0	-7.2	0.9	7.2	2.5	6.2	1.6	1.1
COc1ccc(NC(=O)C2CCCCN2N)cc1OC (centres undefined)	1.1	0.2	92.8	2.6	0.8	-2.6	-10.0	15.5	-5.9	1.09
CCC(=O)Oc1ccc2c(=O)c(-c3ccc4ccccc4n3)c(CC)oc2c1C	1	-12.7	98.4	1.2	1	-1.2	-11.1	2.5	1.0	1.11
COC(=O)C1=C(C)NC(=O)CC1c1ccccc1OC (centres undefined)	1	1.4	103.8	15.8	0.9	-15.8	-12.8	6.8	-3.1	1.26
CCC(C)Sc1nc2c(c(=O)[nH]c(=O)n2C)n1Cc1ccc(Cl)cc1 (centres undefined)	1	5.7	100.4	21.5	0.8	-21.5	-3.9	22.4	-4.6	0.8
COc1ccc(COC(=O)c2n[nH]c3ccccc23)cc1F	1	-30.2	123.5	9.3	0.8	-9.3	7.9	15.1	-2.5	1.19
CCCn1c(N)c(C(=O)NS(=O)(=O)c2ccc(C)cc2)c(=O)n(C)c1=O	1	3.4	74.1	-8.7	0.9	8.7	-12.7	9.0	-2.0	0.98
CCCCNC(=O)CCCCCn1c(=O)[nH]c2cc(OC)c(OC)cc2c1=O	1	2.4	99.4	-14.8	1	14.8	-11.5	3.7	-4.2	1.14
CC(C)[C@H](NC(=O)c1cccc(S(=O)(=O)N2CCOCC2)c1)C(=O)Nc1nccs1	1.1	9.5	95.3	9.5	0.9	-9.5	-7.4	10.1	-5.4	1.01
CCc1ccccc1NC(=O)COc1cccc2ccc(C)nc12	1.1	9.4	105.2	1.2	0.9	-1.2	-5.7	6.4	-6.9	0.89
Cc1cccc(-n2c(O)c(C=Nc3ccc4c(c3)OCO4)c3ccccc3c2=O)n1	1.1	-0.2	100.1	-0.8	0.6	0.8	12.1	44.9	-6.7	0.97
O=C(Nc1nncs1)c1ccc(S(=O)(=O)c2ccccc2)cc1	1	1.5	95.3	6.8	1	-6.8	-14.8	1.7	2.4	1.15
CCOCCCNC(=O)C(NC(=O)Cc1cccs1)c1ccc(C)cc1 (centres undefined)	1.1	0.3	106.0	-8.1	1	8.1	2.3	2.4	-6.8	1.16
NS(=O)(=O)c1ccc(NC(=O)COC(=O)COc2ccc(Cl)cc2)cc1	1	10.2	107.1	32.5	0.8	-32.5	13.8	15.8	-4.8	1.13
CCOC(=O)CSc1nc2ccccc2c(=O)n1CC	1	-6.2	105.5	-2.6	0.9	2.6	0.8	6.0	-0.8	1.11
CCn1c(C)c(C(C)=O)c(N2CCN(c3ccccc3)CC2)nc1=S	1	6.4	96.2	1.9	0.8	-1.9	-7.9	22.0	-3.6	1.04
Cn1cc([N+](=O)[O-])c(C(=O)N/N=C\c2c[nH]c3ccccc23)n1	1	18.2	102.6	-2.5	0.8	2.5	9.4	15.8	1.4	1.17

Next section
SMILES	FLuc stim CS	G6PDH counter	STAT1 activator	APP 5'UTR act	Diaph act CS	APP transl inh	TLR4 MyD88 comp	Diaph inh CS	FLuc inhib CS	NF-kB neuron act
CCOc1ccc(-c2nnn(CC(=O)N3CCCC3)n2)cc1OCC	1	-1.6	107.4	-15.4	1	15.4	-10.0	2.0	-3.8	1
CC(=O)N1CCCc2cc(S(=O)(=O)NCc3ccc(C)cc3)ccc21	1	-6.6	105.0	0.8	1	-0.8	5.6	4.6	-0.9	0.89
O=C(NCCCN1CCOCC1)c1ccc(Sc2ccccc2Cl)c([N+](=O)[O-])c1	1	-9.6	104.2	5.6	0.8	-5.6	-5.5	23.6	0.0	1.02
CCN(CC)C(=O)N1CCN(S(=O)(=O)c2c(C)cc(C)cc2C)CC1	1	12.8	91.4	17.5	.	-17.5	8.4	.	-0.6	0.88
O=C(N/N=C/c1ccc(Cl)cc1)c1sccc1OCc1ccc(F)cc1	0.7	-63.5	118.9	.	0.8	.	-2.5	18.5	26.5	3.02
COC(=O)c1sc2cc(C(F)(F)F)cnc2c1-c1cccnc1	1	-14.4	92.8	-10.4	0.9	10.4	0.7	10.6	-3.7	3.16
COc1ccccc1/C=C1\SC(=O)N(CCC(=O)NNC(=O)c2ccccc2Cl)C1=O	1	8.8	93.8	27.6	1.1	-27.6	-2.4	-9.9	0.8	0.97
Cc1c(Cl)cccc1Nc1nc(N)nc(CSc2nc3ccccc3s2)n1	1	-15.6	90.6	20.2	0.8	-20.2	-5.3	19.4	-3.1	3.15
COc1cc(NC(=O)c2ccccc2Cl)c(OC)cc1NC(=O)CN1CCCCC1	0.9	15.9	93.6	-2.1	.	2.1	10.2	.	9.2	1.74
Cc1cc(C)n(-c2nnc(N3CCN(c4ccccc4)CC3)nn2)n1	0.8	-0.5	104.2	13.3	0.9	-13.3	0.8	7.4	23.5	1.5
COC(=O)c1sc(N)c(C(=O)OC)c1COC(=O)[C@@H](NS(=O)(=O)c1cccc(Cl)c1)C(C)C	1	11.4	87.5	-14.2	0.9	14.2	-6.4	9.1	-2.4	0.62
Nc1cc(Cl)nc(N/N=C/c2ccc([N+](=O)[O-])cc2)n1	1	-1.2	105.3	7.1	1	-7.1	-9.9	-3.1	3.9	0.34
CC(C)c1nccn1CCC(=O)O	1	-0.5	102.3	-5.8	0.9	5.8	-14.3	5.3	-3.3	1.1
O=C(Nc1ccc(Cl)cc1)N(Cc1nnc2n1CCCCC2)c1ccccc1	1	3.9	104.0	-2.8	1	2.8	-0.5	-2.1	-4.4	1.29
COC(=O)C(C)N(C#N)c1nc(NC(C)C)nc(SC)n1 (centres undefined)	1.1	8.5	98.7	16.5	1	-16.5	-1.4	3.5	-10.6	0.91
O=c1c(-c2ccco2)[n+]([O-])c2ccccc2n1OCc1ccccn1	1	-3.2	99.0	-1.4	0.6	1.4	6.5	43.7	-1.9	0.98
N=c1sccn1CC(=O)NCc1ccc(Cl)cc1Cl	0.9	-0.9	111.6	-15.9	1	15.9	-7.7	1.9	7.0	1.09
CCOC(=O)NC(=O)/C(N=Nc1ccc(C(F)(F)F)cc1)=C(\C)O	1	0.2	111.7	-15.4	1.2	15.4	-5.2	-15.6	0.5	1.72
Cc1cc(Nc2ccc(F)cc2Cl)n2nc(C)nc2n1	1.1	-2.5	101.2	-20.8	0.9	20.8	-16.7	6.5	-5.0	1.14
COc1cc(OC)cc(C(=O)NNC(=O)Cc2ccc(OC)c(S(=O)(=O)N3CCOCC3)c2)c1	1	0.4	101.4	4.8	1	-4.8	5.9	-4.0	3.9	0.97
CCn1cc([N+](=O)[O-])c(C(=O)N2N=C3/C(=C/c4cccs4)CCCC3C2c2cccs2)n1 (centres undefined)	1	8.1	75.8	-8.3	0.7	8.3	-2.5	27.5	-2.4	0.91
CCOc1ccc(NC(=O)Nc2cnccn2)cc1	0.9	3.4	114.3	8.8	0.9	-8.8	-7.1	6.0	13.0	1.5
c1ccc(-n2nnnc2OCCOc2nnnn2-c2ccccc2)cc1	1	-0.1	98.5	-1.6	0.9	1.6	8.3	7.2	-3.3	1.27
CC1CCCN(C(=O)Cn2nnc(-c3cccnc3)n2)C1 (centres undefined)	1.1	8.3	98.8	16.6	0.8	-16.6	4.0	23.9	-6.0	1.01
CC(NC(=O)c1nn(C)c(=O)c2ccccc12)c1ccccc1 (centres undefined)	1	6.8	81.8	12.3	0.9	-12.3	9.5	8.7	-3.9	0.9
CCN1CCN(c2ccc(N=Cc3ccccc3O)cc2)CC1	1.1	5.5	104.3	1.6	1	-1.6	-6.3	1.9	-7.1	1.98
Cc1ccc(OCCC(=O)OCC(=O)Nc2ccc(Cl)cn2)cc1	1	4.1	101.1	-6.0	1	6.0	-6.8	3.2	-2.9	1.33
Cn1c(=O)oc2cc(S(=O)(=O)N3CCCC(C(=O)Nc4ccccn4)C3)ccc21 (centres undefined)	1.1	3.4	93.9	3.3	0.9	-3.3	-7.5	10.6	-8.9	0.98

5 entries picked at random from those above:
SMILES	FLuc stim CS	G6PDH counter	STAT1 activator	APP 5'UTR act	Diaph act CS	APP transl inh	TLR4 MyD88 comp	Diaph inh CS	FLuc inhib CS	NF-kB neuron act
CC(=O)N1CCCc2cc(S(=O)(=O)NCc3ccc(C)cc3)ccc21	1	-6.6	105.0	0.8	1	-0.8	5.6	4.6	-0.9	0.89
CC(C)c1nccn1CCC(=O)O	1	-0.5	102.3	-5.8	0.9	5.8	-14.3	5.3	-3.3	1.1
CCn1cc([N+](=O)[O-])c(C(=O)N2N=C3/C(=C/c4cccs4)CCCC3C2c2cccs2)n1 (centres undefined)	1	8.1	75.8	-8.3	0.7	8.3	-2.5	27.5	-2.4	0.91
CCN1CCN(c2ccc(N=Cc3ccccc3O)cc2)CC1	1.1	5.5	104.3	1.6	1	-1.6	-6.3	1.9	-7.1	1.98
CCOC(=O)NC(=O)/C(N=Nc1ccc(C(F)(F)F)cc1)=C(\C)O	1	0.2	111.7	-15.4	1.2	15.4	-5.2	-15.6	0.5	1.72
